Bioassay records as filed in PubChem BioAssay.
TTR transcr act: increases transthyretin transcription; activation, % at 16.7 µM; SH-SY5Y TTR promoter Gaussia luciferase, luminescence; 100% = recombinant luciferase protein wells; hit rate 1.3% among 92,000;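 active = activation above the mean of all tested compounds plus 3 SD, cut at about 9.5% in these data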;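 note: cells exposed to compounds for one day before reading; 0% = median of all test compound wells on the plate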
* marks the source's active call; other numbers are inactive results.

SMILES	TTR transcr act
O=C(c1cc2ccccc2s1)N1CCOCC1	-0.1
COc1cccc(-c2nnc3sc(-c4ccco4)nn23)c1	4.0
COCCN(C(=O)c1csnn1)C(C(=O)NC1CCCCC1)c1ccc(C)cc1 (stereo not given)	-0.3
C/C(=N\NC(=O)NC1CCCCC1)c1ccc(OC(F)F)cc1OC(F)F	-0.6
O=C(c1nc2ccc(Cl)cn2c1CN1CCC(CO)CC1)N1CCc2ccccc2C1	-1.4
CC(C)(C)OC(=O)NCCCC[C@H](NC(=O)c1nc[nH]c1C(=O)N1CCN(C(=O)OC(C)(C)C)CC1)C(=O)OC(C)(C)C	-2.9
O=C(CCCCCNc1nc(=S)[nH]c2ccccc12)NCCc1ccccc1	7.0
Cc1cc(C(c2ccc(C)o2)c2ccc(C)o2)c(O)c([N+](=O)[O-])c1	1.9
O=C(NCc1ccccc1)C(c1ccc(F)cc1)N(C(=O)c1csnn1)C1CC1 (stereo not given)	1.9
O=C(NCCc1ccccc1)C(=O)Nc1ccc2c(c1)OCCO2	-3.8
COc1cccc(NC(=O)C(c2ccccc2)N2CCCC2)c1 (stereo not given)	1.0
Cc1cc(C(=O)CSc2nc(N)cc(=O)[nH]2)c(C)n1CCc1ccc(F)cc1	-7.7
Cc1nnc(NC2=NCCC2)o1	0.4
O=C(CCc1nnc(COc2ccccc2)o1)NCCc1cccs1	0.4
Cc1cc(C)nc(NC(=O)c2ccc(COc3ccccc3Cl)cc2)c1	-0.9
Cc1cccc2cc(COC(=O)c3cccs3)c(=O)[nH]c12	8.2
COc1ncnc2c1cnn2-c1ccccc1	-1.1
COc1cccc(-c2ccc(=O)n(CC(=O)NCCN3CCOCC3)n2)c1	1.1
CN(CCc1ccccc1)c1cc2c(c3c1ccn3C)C1CCC2C1 (stereo not given)	1.8
COc1cc2c(C(=O)N3CCOCC3)c(CSc3ccccc3)n(C)c2cc1Br	2.1
COC(=O)c1c(NC(=O)c2ccc(S(=O)(=O)N3CCOCC3)cc2)sc2c1CCN(C)C2	0.8
CC1(c2nnc(Cc3ccccc3)o2)CC(c2cccc(F)c2)=NO1 (stereo not given)	-2.6
O=C(c1cc2sccc2n1Cc1ccc(F)cc1)N1CCN(c2nc3ccccc3s2)CC1	-5.0
COC(=O)c1ccccc1N1C(=O)C2C(C1=O)C1C=CC2C12CC2 (stereo not given)	-0.1
CC1CCC2(CC1)NC(=O)N(NC(=O)CSc1nnc(NC3CC3)s1)C2=O (stereo not given)	-1.7
Cc1nnc2n(c1=O)C(CS(=O)(=O)c1ccc3ccccc3c1)CS2 (stereo not given)	2.6
Cc1ccc(C(=O)CC(=O)c2ccccc2)cc1	3.7
Cc1cc(OCC(O)CNC(C)c2ccccc2)ccc1C(C)C (stereo not given)	-3.8
CC1CCN(c2c([N+](=O)[O-])c(=O)oc3ccccc23)CC1	0.4
O=C(O)C1C2C=CC(C2)C1C(=O)NCCc1ccccc1 (stereo not given)	0.4

Some of the entries so far, bar-delimited.
molecule | TTR transcr act
Cc1nnc(NC2=NCCC2)o1 | 0.4
O=C(CCc1nnc(COc2ccccc2)o1)NCCc1cccs1 | 0.4
Cc1cc(C)nc(NC(=O)c2ccc(COc3ccccc3Cl)cc2)c1 | -0.9
Cc1cccc2cc(COC(=O)c3cccs3)c(=O)[nH]c12 | 8.2
COc1ncnc2c1cnn2-c1ccccc1 | -1.1
COc1cccc(-c2ccc(=O)n(CC(=O)NCCN3CCOCC3)n2)c1 | 1.1
CN(CCc1ccccc1)c1cc2c(c3c1ccn3C)C1CCC2C1 (stereo not given) | 1.8
COc1cc2c(C(=O)N3CCOCC3)c(CSc3ccccc3)n(C)c2cc1Br | 2.1
COC(=O)c1c(NC(=O)c2ccc(S(=O)(=O)N3CCOCC3)cc2)sc2c1CCN(C)C2 | 0.8
CC1(c2nnc(Cc3ccccc3)o2)CC(c2cccc(F)c2)=NO1 (stereo not given) | -2.6
O=C(c1cc2sccc2n1Cc1ccc(F)cc1)N1CCN(c2nc3ccccc3s2)CC1 | -5.0
COC(=O)c1ccccc1N1C(=O)C2C(C1=O)C1C=CC2C12CC2 (stereo not given) | -0.1
CC1CCC2(CC1)NC(=O)N(NC(=O)CSc1nnc(NC3CC3)s1)C2=O (stereo not given) | -1.7
Cc1nnc2n(c1=O)C(CS(=O)(=O)c1ccc3ccccc3c1)CS2 (stereo not given) | 2.6
Cc1ccc(C(=O)CC(=O)c2ccccc2)cc1 | 3.7
Cc1cc(OCC(O)CNC(C)c2ccccc2)ccc1C(C)C (stereo not given) | -3.8

Further structures:
SMILES	TTR transcr act
Clc1ccc(-c2csc3ncnc(NCCN4CCOCC4)c23)cc1	-2.7
CC(C)(C)OC(=O)CNC(=O)c1nc[nH]c1C(=O)N1CCN(C(=O)OC(C)(C)C)CC1	5.9
CCO/C=C/C(O)(CNC(=O)c1ccc(C(C)(C)C)cc1)C(F)(F)F (stereo not given)	-0.9
O=C(NCCCCNC(=O)c1ccccc1Cl)c1ccccc1Cl	1.9
O=Cc1cccnc1SCc1ccccc1	4.3
CC(=O)c1c(N2CCOCC2)nc(=S)n(-c2cc(C)ccc2C)c1C	0.6
C=CCN(CC=C)C(=O)Nc1cc(Cl)ccc1OC	0.3
O=C(CCN1C(=O)/C(=C/c2ccc(F)cc2)SC1=S)NNC(=O)c1ccncc1	-1.3
COCCn1c(=NC(=O)CCS(=O)(=O)c2ccccc2)sc2ccccc21	1.9
COCC(=O)Nc1nc2ccccc2s1	3.5
O=C(COC(=O)c1cc(Br)ccc1O)NNC(=O)c1ccc([N+](=O)[O-])cc1	-1.8
O=C1CC(c2ccccc2)CC(=NCCO)/C1=C(\O)CCCN1C(=O)c2ccccc2C1=O (stereo not given)	3.0
COC(=O)c1c(NC(=O)COC(=O)c2ccc(Cl)cc2[N+](=O)[O-])sc2c1CCCCC2	-0.5
Fc1ccccc1COc1cccc2cccnc12	2.1
O=C(NCc1ccncc1)c1nc(-c2ccc(C(F)(F)F)cc2)no1	-1.4
OCCOCCn1c(C2CCCN2c2nc(-c3ccc(F)cc3)cs2)nc2cc(Cl)c(Cl)cc21 (stereo not given)	-1.2
O=C(CNC(=O)c1ccco1)Nc1ccc(S(=O)(=O)N2CCCC2)cc1	-1.2
Cc1cc(OCc2cn(CC(=O)c3ccc(O)cc3)nn2)ccc1[N+](=O)[O-]	0.7
CC(=O)Nc1ccc(Oc2cncc(Cl)c2)nc1	-0.1
CCN(CC)CCCNC(=O)c1cn(CC)c2ccc(S(=O)(=O)N3CCc4ccccc4C3)cc2c1=O	6.0
CSCCC(NC(=O)c1ccccc1Br)C(=O)Nc1ccc(C)cc1 (stereo not given)	-0.7
O=C(CN1C(=O)S/C(=C\c2ccccc2)C1=O)NCCCn1ccnc1	-0.4
COc1cccc(/C=N/n2c(-c3n[nH]c4c3CCC4)n[nH]c2=S)c1OC	0.4
COC(=O)c1ccccc1NC(=O)C1CC(=O)N(C2CCCCC2)C1 (stereo not given)	-0.3
CC(=O)c1ccc(NC(=O)CN2C(=O)/C(=C/C(C)=C/c3ccccc3)SC2=S)cc1	-0.9
CCC(=O)Nc1ccc(C(=O)CN2C(=O)NC3(CCCCCC3)C2=O)cc1	-1.3
COc1ccc(S(=O)(=O)N2CCCC(C(=O)NCc3ccccc3)C2)cc1 (stereo not given)	-1.0
O=C(Nc1ccc(NC(=O)c2cccs2)cc1)c1ccco1	5.7
c1ccc2c(c1)ccc1nnc(SCc3ccc4c(c3)OCCO4)n12	-0.9
Fc1ccc(-c2ccc(Nc3cccc(F)c3)nn2)cc1	2.1
Cn1nc(-c2ccc(OCC(N)=O)cc2)c2ccccc2c1=O	1.1
N#C/C(=C\c1ccc(F)cc1)c1nc(-c2ccco2)cs1	1.4
O=C(O)c1ccc2c(c1)N(Cc1ccc(F)cc1)C(=O)c1ccccc1S2	-1.1
CCCCn1nnnc1C1(C)CCC(=O)N1CC1CCCCC1 (stereo not given)	4.9
CCS(=O)(=O)C1C(=O)N(C)C(S(=O)(=O)CC)C(=O)N1C (stereo not given)	-1.1
Cn1c(NC(=O)c2ccc(Cl)s2)cc(=O)n(C)c1=O	-0.8
CCCCC(CC)Cn1c(N)c(C#N)c2nc3ccccc3nc21 (stereo not given)	1.7
O=C(NCCc1cccnc1)C1CCC(=O)N(CCc2cccc(F)c2)C1 (stereo not given)	2.3
Cc1cccc(C(=O)NCCc2n[nH]c(=S)n2C)c1	-0.5
CC[C@@H]1/C(=C/c2ccccc2)N2C(=O)C[C@@H](c3ccccc3)N=C2N1Cc1ccc(OC)cc1OC	0.8
COc1ccc2c(c1)O/C(=C\c1ccccc1O)C2=O	-0.1
CC(NC(=O)c1ccc(-c2cc(C(F)(F)F)ccc2Cl)o1)c1ccccc1 (stereo not given)	3.5
CC(C)(C)c1cnnn1-c1ccc([N+](=O)[O-])cc1	-0.1
COCCNc1nnc(SCC(=O)NNC(=O)c2ccccc2)s1	-2.4
O=C(NC1CCCCC1)c1cnn2c(C(F)(F)F)cc(-c3ccco3)nc12	2.0
COC(=O)[C@]12C[C@H](CC(=O)NCCc3ccccc3OC)C(=O)N(Cc3ccco3)C1=C[C@H](C1CCCC1)O[C@@H]2C	2.7
CCCCOP(=O)(OCCCC)C1(NS(=O)(=O)c2ccccc2)C=CC(=O)c2ccccc21 (stereo not given)	-4.9
CC(C)NC(=O)C1(C)CCCCCN1C(=O)c1ccc(-c2ccccc2)cc1 (stereo not given)	-0.6
O=C(O)C(C1CCCCC1)C1(O)CCCC1 (stereo not given)	-0.5
OCCOCCOc1ccc(-c2nn[nH]n2)cc1	-1.8

Next part:
SMILES	TTR transcr act
N#C/C(=C/c1cn(CC(=O)O)c2ccccc12)C(=O)Nc1ccccc1	0.2
O=C(OCCN1C(=O)c2ccccc2C1=O)c1cc(S(=O)(=O)N2CCOCC2)ccc1F	-0.5
CCOC(=O)N1CCN(C(=S)NC2CCCCC2)CC1	7.6
CN(C)CCn1c(COc2ccccc2)nc2ccccc21	-0.1
CCCCOc1ccc(CN2CCCCC2)cc1	3.3
CCOC(=O)c1c(/N=C/c2cccc([N+](=O)[O-])c2O)sc(C)c1C	4.9
CN(Cc1cccc2cnccc12)C(=O)CCc1nnc(CCc2ccccc2)o1	0.1
COCc1nnc(NC(=O)CCSc2ccccc2)s1	-0.3
C=CCNC(=S)N1CCc2c([nH]c3ccccc23)C1C (stereo not given)	3.4
CCOC(=O)C1C(C(=O)OC)=C(C(=O)OC)c2ccccc2N1S(=O)(=O)C(F)(F)F (stereo not given)	1.8
CC1CCC(NC(=O)Cn2c(=O)oc3cc(S(=O)(=O)N4CCCC4)ccc32)CC1 (stereo not given)	-1.9
Cc1cc(C(F)F)n2ncc(C(=O)N3CCc4ccccc4C3)c2n1	-3.6
CC1(c2nnc(-c3cccc(Cl)c3)o2)CC(c2cccc(F)c2)=NO1 (stereo not given)	1.5
COc1ccc([N+](=O)[O-])cc1NC(=O)c1cn(-c2ccc(C)c(C)c2)c(=O)c2ccccc12	0.5
O=C(NC1CC1)c1cc2c(s1)CS(=O)(=O)C2	0.4
C[C@H](CO)N1C[C@H](C)[C@@H](CN(C)Cc2ccncc2)Oc2c(NC(=O)C3CCCCC3)cccc2C1=O	0.9
Nc1nc(-c2ccc(Oc3ccccc3)cc2)cs1	-2.9
O=C(NCCc1ccccc1)C1CCCN(S(=O)(=O)c2cccc3nonc23)C1 (stereo not given)	10.0*
Cc1ccc(OCCCC(=O)Nc2ccc(S(=O)(=O)N3CCOCC3)cc2)cc1	0.4
Cc1ccc(C(=O)N2CCc3cc4c(cc3C2C)OCCCO4)cc1 (stereo not given)	0.1
COc1ccc(-c2cn3cc(C(F)(F)F)cc(Cl)c3n2)cc1	-1.5
N#CCC(=N)N1CCN(c2ccccc2)CC1	0.0
CC(=O)Nc1nnc(SCC(=O)c2ccc3c(c2)Cc2ccccc2-3)s1	4.2
CCOc1ccccc1N=C1SC(CC(=O)Nc2ccc(OC)cc2OC)C(=O)N1CCC1=CCCCC1 (stereo not given)	-1.8
NC(=O)COC(=O)c1ccc2c(c1)S(=O)(=O)c1ccccc1C2=O	-0.1
Cc1cccc(C(=O)Nc2nsc(N)n2)c1	-2.6
N#CCCn1cc(C(=O)N2CCOCC2)c(-c2ccc3c(c2)OCCO3)n1	3.7
CCOC(=O)/C(N=Nc1cc(C(=O)O)cc(C(=O)O)c1)=C(\O)CCl	-0.3
COc1ccc(CN2C(=NC(=O)COc3ccccc3)SC3CS(=O)(=O)CC32)cc1 (stereo not given)	0.5
COc1ccc(C)cc1-n1nnnc1SCn1nnc2ccccc2c1=O	-1.2
COC(=O)Cc1nnc(SCC(=O)Nc2ccccc2)c2ccccc12	0.5
Cc1nc2c(C)cccc2cc1C(=O)N/N=C/c1cccc([N+](=O)[O-])c1	-1.4
COc1ccc(-c2nc3c4ccccc4ccn3c2CN2CCCCC2)cc1	-0.8
COc1ccc(NC(=O)OCCn2c([N+](=O)[O-])cnc2C)cc1	2.0
CC(C)(C)NCCOCCOc1ccc(Cl)cc1C(C)(C)C	-0.4
Cc1ccc(N(C(=O)c2cc3ccccc3oc2=O)C2C=CS(=O)(=O)C2)cc1 (stereo not given)	-1.0
Cc1cc(N2CCC(C(=O)NC3CCCCC3)CC2)nc(-c2ccccc2)n1	-0.8
O=C(NC1CC1)C1=C[C@H](c2coc3ccccc3c2=O)C[C@H](OCCCCO)O1	0.0
N#Cc1cccc(C#N)c1N1CCC(C#N)CC1	0.3
COc1ccccc1NC(=O)C(C)OC(=O)CCNS(=O)(=O)c1ccc(C)c(C)c1 (stereo not given)	-1.7
O=C(NCCc1ccccc1)OCc1cn(Cc2c(F)cccc2F)nn1	-1.0
COC(=O)c1ccc(C23CC4(C2)[C@H](CN(Cc2cccnc2)[C@@H]4c2ccccc2)C3c2ccccc2)cc1 (stereo not given in full)	-5.2
COc1cc(NC(=O)CSc2nc(C)c(C)c(C)n2)cc(OC)c1	2.7
COc1ccc(NC(=O)c2cc(C3CCCCN3C(=O)Cc3ccc(N(C)C)cc3)on2)c(C)c1 (stereo not given)	0.2

A portion of the library; the hit share may differ from the screen's.
